Screens from PubChem.
Yeast tox = Compounds toxic to wild-type S. cerevisiae growth. A595 turbidity, 16 h. growth inhibition, % at 25 µM (by protocol). actives 0.3% (n = 30,000);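 active = mutant and wild-type yeast strains alike exhibit over 30% growth inhibition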;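 note: 0% = untreated cell controls and 100% = YPD media blanks without cells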
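System: S. cerevisiae wild-type or eIF2Bepsilon-R284H mutant strain; times: 16 h growth with compound, 30 °C; signal: absorbance at 595 nm (turbidity); measure: growth inhibition (%) versus cell controls and blanks; compound: 25 µM single dose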
Yeast tox inhibition % = recorded beside Yeast tox, whose call it bears; growth inhibition, %; S. cerevisiae eIF2Bepsilon-R284H mutant growth, A595 turbidity, 16 h;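 each compound tested once at 25 µM; 0% equals untreated cells and 100% equals cell-free medium blanks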
* marks the source's active call; other numbers are inactive results. Some of the compounds tested (hit frequency here may not be typical).

SMILES	Yeast tox	Yeast tox inhibition %
Cc1cccc2c1NC(=O)/C2=C\C(=O)c1cccs1	2	11
